iPSC survival up: enhancers of human iPSC single-cell survival | hiPSC single-cell survival, ATPlite luminescence; 100% = ROCK inhibitor wells, 0% = DMSO | survival enhancement, % at 20 µM | 360,000 tested, 0.044% active; in the data active means survival enhancement above about 18%;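 further: cells exposed to compounds for 16 hours before the ATP read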
HIF-2a inh: HIF-2a inhibition. 360,000 tested, 0.72% active. 786-0 RCC cells HIF-2a reporter, luciferase luminescence, overnight. inhibition, % at 18.8 µM. AID 624352;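 active means inhibition of the luminescence signal of 40% or more relative to plate controls, in a single-dose primary screen at 18.75 µM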
Peg3 promoter: reduces Peg3 promoter-driven luciferase expression in HeLa; HeLa PEG-Prom luciferase reporter, luminescence, overnight; AID 588405; 360,000 tested, 1.7% active; inhibition, % at 20 µM;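 active means inhibition of at least 50% at 20 µM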
Shn3 3UTR inh: inhibitors of Schnurri-3 3'UTR reporter in osteoblasts | Clone20 osteoblast Shn3 3'UTR firefly luciferase, 24 h | inhibition, % at 12.5 µM | 360,000 tested, 0.52% active | AID 588674;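 active means mean inhibition of at least 75% with every replicate also reaching 75%; inconclusive means mean inhibition at least 75% but some replicate below; inactive means mean inhibition below 75%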;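 further: 0% = median of neutral control wells and 100% = pilot-screen positive control compound; some compounds past the cut are filed as inactive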
MITF TRPM1 inh: reduces MITF-dependent TRPM1 promoter luciferase signal. SK-MEL-5 TRPM1 promoter luciferase, 24 h. inhibition, % at 12.5 µM. 330,000 tested, 0.83% active. AID 488899;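 active means mean inhibition across replicates of 60% or more, whatever share of single replicates reaches that level; inconclusive means some that reach 60%, reason not given; inactive means mean inhibition across replicates below 60%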; further: values of inactives mirror those of a sister screen read the other way
TWEAK Fn14 block: inhibitors of TWEAK-Fn14 interaction signaling. TWEAK-stimulated Fn14 reporter cells, luciferase luminescence, 8 h. inhibition, % at 10 µM. 360,000 tested, 2% active. AID 1159606; in the data active means inhibition above about 50%
NR2E3 ag-1: agonists of human nuclear receptor NR2E3; Q9Y5X4; GST-NR2E3/biotin-RetCOR TR-FRET, 1536-well; inhibition of corepressor binding, % at 4.78 µM; 320,000 tested, 0.12% active; AID 2300;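 active means percent inhibition above the cutoff of mean plus 3 SD of all tested compounds, set per screening campaign, cut at about 20% in these data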;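 further: 0% = DMSO wells and 100% = biotin wells as full block of FRET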
Target sequence (Q9Y5X4 whole entry, looked up): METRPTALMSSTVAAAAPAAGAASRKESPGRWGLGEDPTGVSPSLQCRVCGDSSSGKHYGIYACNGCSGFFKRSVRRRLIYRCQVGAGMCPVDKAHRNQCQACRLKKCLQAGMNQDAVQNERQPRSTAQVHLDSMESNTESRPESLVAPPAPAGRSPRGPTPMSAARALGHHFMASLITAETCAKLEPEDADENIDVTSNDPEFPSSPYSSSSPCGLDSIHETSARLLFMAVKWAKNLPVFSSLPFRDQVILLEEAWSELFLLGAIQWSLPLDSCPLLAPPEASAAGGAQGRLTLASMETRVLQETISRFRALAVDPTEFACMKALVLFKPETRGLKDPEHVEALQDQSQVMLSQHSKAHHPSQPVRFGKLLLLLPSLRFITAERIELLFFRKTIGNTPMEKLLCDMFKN
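Test system: GST-NR2E3 and biotin-RetCOR proteins | Quantity: 1.35 nM GST-tagged NR2E3 final | Medium: Tris pH 7.5 | Also added: 7 nM biotin-RetCOR | Dosing: Compound at 4.8 µM, single dose | Timing: 5 h at 4 °C | Detection: Time-resolved FRET | Read-out basis: Percent inhibition | Benchmarks: Biotin wells as high control, 0.6% DMSO wells as low control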
CF NFkB inh: inhibitors of cystic fibrosis induced NF-kB; KKLEB NF-kB-GFP reporter, PAF-induced, GFP fluorescence overnight; inhibition, % at 5 µM; 360,000 tested, 0.86% active; AID 588850;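 active means at least 50% inhibition at 5 µM, scaled per plate between neutral and stimulator controls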;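 further: PAF is a Pseudomonas aeruginosa culture filtrate used as stimulus; plate controls were PAF-stimulated DMSO wells for no effect and unstimulated DMSO wells for full effect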
KKLEB tox: CF airway cell cytotoxicity counter-screen; KKLEB CF airway cells viability, ATPlite luminescence, overnight; hits give low values; cells stimulated with P. aeruginosa culture filtrate; activity change (cytotoxicity), % at 5 µM; 360,000 tested, 0.36% active;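 active means corrected activity change at or below -50% at 5 µM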
NR2E3 ag-2: activates human NR2E3 receptor. CHO-S Gal4-NCOR/VP16-NR2E3 two-hybrid, luciferase. Q9Y5X4. inhibition of corepressor binding, % at 3.98 µM. AID 602229. 360,000 tested, 0.35% active;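 active means inhibition above the mean of all tested compounds plus 3 SD, cut at about 70% in these data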;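 further: 0% = DMSO with NR2E3 transfected cells and 100% = cells lacking NR2E3 construct; higher means lower luciferase signal from less NR2E3 corepressor binding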
aDG glyco act: increases alpha dystroglycan glycosylation. activation, % at 10 µM. Pro5-aDG cells, alpha-DG glycosylation AlphaScreen (IIH6); 0% Pro5, 100% B10-LARGE cell signal. 360,000 tested, 0.22% active;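 active means activation of at least 8% versus controls, or a plate z-score of at least 8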;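 further: Pro5 are CHO cells carrying HIG-tagged alpha-DG that lacks glycosylation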
Numbers without * were called inactive; u = inconclusive; x = not tested or not shown.

SMILES	iPSC survival up	HIF-2a inh	Peg3 promoter	Shn3 3UTR inh	MITF TRPM1 inh	TWEAK Fn14 block	NR2E3 ag-1	CF NFkB inh	KKLEB tox	NR2E3 ag-2	aDG glyco act
COc1ccc(S(=O)(=O)N2CCOCC2)cc1NC(=O)COC(=O)c1ccc([N+](=O)[O-])s1	-1.6	-3	3	-4	14	-30	x	-28	2	16	-0.2
COc1ccc(C(=O)Nc2ccc(S(=O)(=O)NCc3ccco3)cc2)cc1OC	-1.9	15	-8	1	7	9	-2	10	5	-15	0.1
CCC(=O)c1ccc(OCC(=O)Nc2nc(-c3cccnc3)cs2)cc1	-0.1	1	17	-4	5	27	-2	-14	3	8	0.0
O=C(NCCC1=CCCCC1)C1CC(=O)N(Cc2ccccc2)C1 (stereo not drawn)	-0.5	4	9	-7	5	95*	2	20	0	-14	0.2
O=C(C[n+]1cccc(NC(=O)c2ccccc2)c1)c1ccccc1	-0.9	21	9	10	6	5	0	-8	-3	-6	-0.1
COCCOc1ccc(C(F)(F)F)cc1NC(=O)COC(=O)c1ccc(N2CCCC2=O)cc1	1.7	8	15	18	6	-5	x	7	-10	-4	-0.2
CCC(Sc1nc(C)cc(=O)[nH]1)C(=O)Nc1sc2c(c1C#N)CCCC2 (stereo not drawn)	1.1	17	20	30	4	-8	1	-6	3	88*	0.0
CCN(C(=O)c1ccc(S(=O)(=O)N2CCCCC2)cc1)C1CCS(=O)(=O)C1 (stereo not drawn)	0.1	3	2	13	0	12	-2	-7	-14	7	0.1
O=C(CSc1nnc(Cc2ccccc2)n1-c1ccc(Cl)cc1)N1CCOCC1	0.8	-5	8	12	11	-6	3	-1	-4	0	2.4
COc1cc(OC)cc(C(=O)NCC(=O)OC2CCCCC2=O)c1 (stereo not drawn)	0.0	8	9	-11	-1	3	-1	8	10	8	-0.1
CC(=O)Nc1ccc(NC(=O)CSC2=NS(=O)(=O)c3ccccc3N2)cc1	-0.4	-4	11	-16	1	-11	-1	-14	0	3	0.2
COc1ccc(NC(=O)CN(C)CC(=O)NCc2ccc(C)cc2)cc1	-0.5	5	1	-15	-10	0	2	0	6	-6	-0.2
COc1ccc(NC(=O)c2cc(S(=O)(=O)N3CCCCC3)c[nH]2)c(OC)c1	-1.8	-17	-3	18	-1	2	1	-13	0	9	0.0
O=c1cc(-c2ccc(O)cc2)oc2ccc3ccccc3c12	-0.4	72*	67*	u	83*	102*	-1	-262	-61*	20	0.5
COc1ccc(OC)c(COC(=O)c2cc([N+](=O)[O-])ccc2N2CCOCC2)c1	9.0	-10	14	16	7	-18	0	-6	-19	-23	-0.4
COc1ccccc1C(=O)NCCC(=O)N(C)Cc1ccc(C)o1	-0.1	1	-2	2	18	-3	0	-11	1	-2	0.0
N/C(=N\OC(=O)c1cccc(F)c1)c1ccccn1	-0.5	5	-14	-1	-16	84*	-2	-18	-6	-111	-0.2
COc1ccc(NC(=O)n2ncc3c(C)cccc32)cc1OC	-0.2	-270	-291	-43	-103	-4	-3	-13	-2	-94	0.0
O=C(COc1ccc(Cl)cc1Cl)Nc1nnc(C2=COCCO2)o1	0.2	11	15	9	3	5	0	7	-2	-20	-0.1
COC(=O)c1cc(C(=O)OCC(=O)NC2CCCC2)cc([N+](=O)[O-])c1	0.3	4	2	5	5	31	-3	12	-3	10	-0.1
COc1cc(C(=O)COC(=O)c2cccs2)cc(OC)c1OC	-2.8	8	-14	-8	12	1	x	12	0	-9	-0.1
COc1ccc(OC)c(CNC(=O)C2CCN(S(=O)(=O)N3CCCC3)CC2)c1	0.6	-2	7	-28	5	0	-4	6	-8	-17	0.0
COC(=O)c1ccc(NS(=O)(=O)c2ccc3[nH]c(=O)oc3c2)cc1	-0.5	16	-7	6	-1	17	2	12	-9	-13	0.0
O=C(NCCN1CCOCC1)C(Sc1ccccc1)c1ccccc1 (stereo not drawn)	-0.3	9	-2	12	3	1	3	7	-6	-7	0.0
COCCCNC(=S)NNC(=O)c1csc(C)n1	-0.1	11	9	-6	15	-1	3	-9	2	-29	0.0
Additional structures.
SMILES	iPSC survival up	HIF-2a inh	Peg3 promoter	Shn3 3UTR inh	MITF TRPM1 inh	TWEAK Fn14 block	NR2E3 ag-1	CF NFkB inh	KKLEB tox	NR2E3 ag-2	aDG glyco act
N=C1C(c2nc3ccccc3[nH]2)=C(O)CN1c1ccc(F)cc1	4.4	-135	-116	-31	-45	-30	-4	8	-3	-77	0.0
Cc1ccc(-c2noc(-c3ccccc3F)n2)cc1	-2.9	-189	-286	-47	-18	7	0	9	-2	-121	0.2
O=C(N=C1SC2CS(=O)(=O)CC2N1c1ccc(Cl)c(Cl)c1)C1CCCO1 (stereo not drawn)	-0.3	8	10	4	0	-16	-2	16	-13	-38	-0.1
CSc1nc(C)cc(SCCO)n1	-0.5	21	7	-3	9	6	7	4	12	1	0.0
CCc1cccc(NS(=O)(=O)c2ccc3c(c2)NC(=O)CC(=O)N3)c1	-1.4	11	11	-7	-2	19	0	-2	10	-33	1.3
O=C(NCCc1ccc(Cl)cc1)c1ncn[nH]1	-0.8	-3	-4	2	-3	0	3	13	3	4	-0.5
Cc1cccc(NC(=S)NC2CCCC2)n1	1.6	15	23	30	14	7	-2	2	8	-17	1.1
COC(=O)COc1cccc2c(=O)n(CC(=O)NCc3ccccc3)ccc12	-0.3	-3	17	3	20	15	1	24	-12	-32	-0.2
CCS(=O)(=O)N1Cc2ccccc2CC1C(=O)Nc1nnc(SCc2ccc(C#N)cc2)s1 (stereo not drawn)	-2.2	-24	-6	1	-10	-8	-4	-5	1	-46	0.3
COc1ccc(N2C(=O)CN=C2Nc2nc(C)cc(C)n2)cc1	5.1	7	-23	6	16	-4	-2	-3	-1	0	-0.1
C=CCN1C(=O)NC2(CCCCC2)C1=O	-1.9	6	7	5	3	-4	3	-19	10	-10	0.0
Cc1ccccc1Nc1c(-c2ccc(N3CCOCC3)cc2)nc2cnccn12	-0.4	-221	-166	-60	-36	-20	2	14	-21	-45	0.2
CCCCCOC(=O)C1[C@H]2C(=O)N(Cc3cccs3)C[C@]23C=C[C@H]1O3 (stereo partly drawn)	-1.1	14	10	-14	1	-4	1	14	29	-8	-0.1
NS(=O)(=O)c1ccc(NC(=O)CSC2CCCCC2)cc1	3.0	-57	-42	-13	-24	-16	0	-5	2	-29	0.0
COc1ccc(NC(=O)CC2C(=O)N(c3ccc(OC)cc3)C(=O)N2CCc2cccs2)cc1 (stereo not drawn)	0.4	16	8	5	1	-6	-1	-24	8	-28	0.2
Cc1oc(C(=O)O)cc1COc1ccccc1Cl	-1.4	1	5	-12	8	48	-3	-13	-6	16	0.5
N#Cc1c(Sc2ncc(C(F)(F)F)cc2Cl)nsc1C/C=N\OCc1c(F)cccc1Cl	-0.7	0	10	22	7	5	-1	12	-6	-15	0.0
Cc1cccc(C)c1NC(=O)CSc1nnc(-c2ccccc2)n1Cc1ccc2c(c1)OCO2	-0.7	22	-4	5	-2	-16	3	-8	2	-10	0.1
CCOC(=O)CCC(NC(=O)c1ccc(NCN2C(=O)c3ccccc3C2=O)cc1)C(=O)OCC (stereo not drawn)	2.9	16	1	0	5	-36	-2	-14	7	17	-0.1
O=C(Sc1ccc(Cl)cc1)c1ccccn1	0.2	9	-2	0	4	-16	0	-23	-8	-3	0.4
COc1ccc(CCN2CN(S(=O)(=O)c3ccccc3)c3nc4ccccc4nc32)cc1OC	3.1	12	18	12	6	20	0	-9	-8	-22	0.2
Cc1cc(N2C(=O)C3C4CCC(C4)C3C2=O)no1 (stereo not drawn)	-0.7	9	-5	4	8	1	4	14	6	9	0.7
O=C(OCC(=O)N1CCN(C(=O)COC(=O)c2ccc(O)cc2O)CC1)c1ccc(O)cc1O	0.9	4	-11	-10	6	-13	-3	9	7	-17	-0.1
O=C(NNC(=O)c1ccccc1O)c1ccc(Br)cc1	0.1	-202	-160	-29	-48	-2	2	-5	4	-22	0.2
O=C1N[C@H](Cc2ccccc2)COC(=O)[C@H](Cc2ccc(F)cc2)CC/C=C/C[C@@H]1CC(=O)N(CCO)Cc1ccccc1	-2.1	6	40	6	-6	11	x	2	7	0	0.2
(further entries)
SMILES	iPSC survival up	HIF-2a inh	Peg3 promoter	Shn3 3UTR inh	MITF TRPM1 inh	TWEAK Fn14 block	NR2E3 ag-1	CF NFkB inh	KKLEB tox	NR2E3 ag-2	aDG glyco act
CCC(C)NC(=O)Nc1ccc(Br)cc1 (stereo not drawn)	1.6	-145	-117	-15	-19	-7	4	2	8	-26	0.0
CC(=O)N(C(C)=O)c1c(C#N)c(C)n(-c2ccccc2)c1C(=O)c1ccccc1	-1.5	-2	12	2	5	21	1	34	-3	1	0.4
O=C(O)CCc1ncc(C(F)(F)F)cc1Cl	2.1	16	-12	13	6	7	0	-2	3	-5	0.0
O=C(NC1CCCC1)C1CCCN1C(=O)Nc1ccc(Cl)cc1 (stereo not drawn)	2.7	0	4	-12	4	4	1	7	2	-6	-0.2
CCC(C)NC(=O)N[C@@H](CCSC)C(=O)OC (stereo partly drawn)	-2.0	16	1	0	5	-10	3	-1	-1	-16	-0.1
O=C(OCc1ccc(F)cc1)c1cc2ccccc2cc1O	-0.6	-27	-30	-29	-1	0	3	-16	9	-42	-0.1
Cc1cc(-c2ccccc2)nc(Oc2ccc(C(C)(C)C)cc2)c1S(C)(=O)=O	-0.2	24	24	-6	0	14	0	14	-14	-28	1.1
COc1ccc(N2CCN(CCNC(=O)Nc3ccc(Cl)cc3)CC2)cc1	-0.7	1	8	-22	3	12	-3	-11	-4	5	0.3
Cc1ccc(F)c(S(=O)(=O)NC(=O)C2(C)CCN2C(=O)Cc2ccc(C(C)(C)C)cc2)c1 (stereo not drawn)	5.9	6	-7	-14	x	-8	x	15	-6	8	0.2
COc1ccc(N2CCN(CCCn3c(=S)[nH]c4ncccc4c3=O)CC2)cc1	1.3	-3	30	16	-1	-45	1	1	-4	-3	0.1
COc1ccc(C(C)=O)cc1COC(=O)c1ccc2ccccc2n1	-0.5	1	6	-16	10	16	1	7	6	22	-0.1
CC(C)OC(=O)c1ccccc1C(=O)c1ccc(N)c([N+](=O)[O-])c1	-1.4	19	12	8	-2	-1	1	2	-3	-14	0.2
C[C@H](NC(=O)c1ccco1)C(=O)NCc1cccs1	-2.2	6	1	1	-2	-2	0	-13	-4	-10	-0.2

3 consecutive records from above, for reference:
SMILES	iPSC survival up	HIF-2a inh	Peg3 promoter	Shn3 3UTR inh	MITF TRPM1 inh	TWEAK Fn14 block	NR2E3 ag-1	CF NFkB inh	KKLEB tox	NR2E3 ag-2	aDG glyco act
COc1ccc(C(C)=O)cc1COC(=O)c1ccc2ccccc2n1	-0.5	1	6	-16	10	16	1	7	6	22	-0.1
CC(C)OC(=O)c1ccccc1C(=O)c1ccc(N)c([N+](=O)[O-])c1	-1.4	19	12	8	-2	-1	1	2	-3	-14	0.2
C[C@H](NC(=O)c1ccco1)C(=O)NCc1cccs1	-2.2	6	1	1	-2	-2	0	-13	-4	-10	-0.2

Rows were taken by chance; 4.4% or so of the library scored in one or more.
